# HP1b binding inh: HTS for Inhibitors of HP1-beta Chromodomain Interactions with Methylated Histone Tails | Potency, µM (titrated, usually from 114 µM), without a hit: at the highest dose activity change, negative = inhibition, most hits filed as inhibitors | AlphaScreen HP1-beta / biotin-H3K9me3 peptide binding | hit rate 0.56% among 390,000; further: nearly all actives have a fitted effect of over 70% in size; inactives centre near 23
#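 HP1-beta protein (50 nM final) preincubated 30 min at room temperature with biotinylated H3(1-18)K9me3 peptide (50 nM) in PBS pH 7.4, 0.01% Tween-20, then compound added for 30 min. AlphaScreen streptavidin donor/nickel chelate acceptor beads (10 ug/mL final), 30 min dark, luminescence read.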
# BLM helicase inh: qHTS Assay for Inhibitors of Bloom's syndrome helicase (BLM); RecQ-like DNA helicase BLM (Homo sapiens), P54132; hit rate 0.2% among 350,000; Potency, µM (series often up to 56.1 µM), inactives show at the highest dose activity change, negative = inhibition, hits mostly inhibitors; recombinant BLM DNA unwinding, fluorescence dequenching;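 further: plate controls were vehicle for no effect and no enzyme for full effect; nearly all actives have a fitted effect of over 35% in size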
# Pin1 inh: qHTS Assay to Find Inhibitors of Pin1; Potency, µM (top dose mostly 115 µM), for inactives: top-dose activity, negative = inhibition, actives largely listed as inhibitors; hit rate 0.009% among 390,000; Pin1 FP peptide displacement, HiFluor488, 10 min; active means well fitted inhibition curve with a large enough effect in the polarisation, with a control signal flat, not every such curve was filed as active; inconclusive means small, poorly fitted or top-dose-only effect, or effect the other way, or a change in a side signal; inactive means no such curve, though single readings can be large or run the other way; the % refers to the polarisation; further: on the % scale 0 is the no-effect control and ±100 the full control effect
# GLS inh: qHTS for Inhibitors of Glutaminase (GLS) | GLS enzymatic activity, qHTS titration | Potency, µM (titrated, usually from 45.5 µM), inactives show at the top dose activity change, negative = inhibition, most hits filed as inhibitors | hit rate 0.21% among 410,000 | AID 624170, 2012; further: on the % scale 0 is the no-effect control and ±100 the full control effect
#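 hKGA in 45 mM KH2PO4 (pH 8.2), 0.02% Tween-20 with compound, then 1mM L-Glutamine (stock as added) plus glutamate oxidase/HRP/Amplex red coupling mix. Fluorescence read initially and after 30 min at RT; signal change reflects glutamate formation.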
# BAZ2B inh: qHTS Assay for Inhibitors of BAZ2B; Bromodomain adjacent to zinc finger domain protein 2B (Homo sapiens), Q9UIF8; AlphaScreen BAZ2B-H3K14Ac peptide displacement; Potency, µM (highest dose often 114 µM), for the others: at the highest dose activity change, negative = inhibition, usual class: inhibitors; hit rate 4.4% among 360,000; AID 504333, 2011; further: on the % scale 0 is the no-effect control and ±100 the full control effect; nearly all actives have a fitted effect of over 60% in size
#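 Complex of BAZ2B and biotin-H3K14Ac (50 nM apiece) forms over 30 min at RT, then faces library compounds up to 110 uM for another 30 min; AlphaScreen beads added, 20 min dark incubation, luminescence read.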
# JMJD2A Tudor: qHTS Assay for Inhibitors of JMJD2A-Tudor Domain; AID 504339, 2011; Lysine-specific demethylase 4A (Homo sapiens), O75164; Potency, µM (top dose mostly 114 µM), for the others: at the top dose activity change, negative = inhibition, usual class: inhibitors; hit rate 4.4% among 390,000; AlphaScreen JMJD2A-Tudor / H3K4me3 peptide binding; further: on the % scale 0 is the no-effect control and ±100 the full control effect; nearly all actives have a fitted effect of over 50% in size
# Target sequence (O75164 whole entry, looked up, the tested form may be a part): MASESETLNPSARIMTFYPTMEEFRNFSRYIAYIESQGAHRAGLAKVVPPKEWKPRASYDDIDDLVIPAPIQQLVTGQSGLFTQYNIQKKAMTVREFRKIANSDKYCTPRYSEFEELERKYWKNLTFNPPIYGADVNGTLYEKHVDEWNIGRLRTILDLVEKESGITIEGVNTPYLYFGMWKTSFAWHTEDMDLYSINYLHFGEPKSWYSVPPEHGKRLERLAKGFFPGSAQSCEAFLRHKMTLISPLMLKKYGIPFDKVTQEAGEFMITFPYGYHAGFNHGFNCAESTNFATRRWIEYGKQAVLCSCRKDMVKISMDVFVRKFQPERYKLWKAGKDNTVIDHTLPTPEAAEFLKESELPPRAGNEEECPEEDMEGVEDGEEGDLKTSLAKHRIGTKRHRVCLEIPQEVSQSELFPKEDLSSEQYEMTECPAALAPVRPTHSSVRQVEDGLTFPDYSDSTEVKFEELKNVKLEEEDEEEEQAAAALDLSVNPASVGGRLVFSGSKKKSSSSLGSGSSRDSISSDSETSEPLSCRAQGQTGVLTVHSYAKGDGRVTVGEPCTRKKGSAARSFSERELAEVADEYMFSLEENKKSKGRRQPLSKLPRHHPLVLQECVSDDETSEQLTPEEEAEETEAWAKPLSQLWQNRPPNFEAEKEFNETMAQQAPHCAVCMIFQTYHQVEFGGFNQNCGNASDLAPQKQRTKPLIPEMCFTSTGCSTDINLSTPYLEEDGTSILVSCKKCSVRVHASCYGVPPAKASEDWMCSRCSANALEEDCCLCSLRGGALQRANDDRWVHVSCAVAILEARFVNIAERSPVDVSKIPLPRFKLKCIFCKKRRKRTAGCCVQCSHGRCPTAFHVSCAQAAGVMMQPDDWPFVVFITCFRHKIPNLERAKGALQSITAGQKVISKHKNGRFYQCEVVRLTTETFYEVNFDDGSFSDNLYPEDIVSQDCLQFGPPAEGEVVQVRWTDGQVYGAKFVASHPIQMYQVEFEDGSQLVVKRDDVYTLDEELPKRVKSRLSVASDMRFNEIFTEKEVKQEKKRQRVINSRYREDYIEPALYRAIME
# Pol iota inh: qHTS for Inhibitors of Polymerase Iota | AID 588590, 2011 | Pol iota fluorescent replication assay, 10 min | Potency, µM (doses to about 115 µM), for inactives: at the highest dose activity, negative = inhibition, most hits filed as inhibitors | hit rate 1% among 390,000 | DNA polymerase iota (Homo sapiens), Q9UNA4
#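 Fluorescent replication assay read twice, at 0 min and 10 min after adding 50 nM (final) substrate. Enzyme (10 nM) and compounds were first incubated 15 min at room temperature; enzyme-free buffer wells were negative controls.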
# Tb PGK inh: qHTS Assay to Find Inhibitors of Phosphoglycerate Kinase | Phosphoglycerate kinase, glycosomal (Trypanosoma brucei brucei), P07378 | PGK/GAPDH coupled, Kinase-Glo luminescence, 60 min | Potency, µM (doses to about 57.5 µM), inactives show at the top dose activity change, negative = inhibition, usual class: inhibitors | hit rate 0.043% among 380,000; further: on the % scale 0 is the no-effect control and ±100 the full control effect; nearly all actives have a fitted effect of over 60% in size
#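 Recombinant glycosomal PGK reaction used 1,3-bisphosphoglycerate generated in-well by GAPDH (100nM final) in 100mM TEA pH 7.6, 5mM MgCl2, 0.01% Tween-20. After 60 minutes at room temperature, ATP was read by Kinase-Glo Plus luminescence end-point.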
# G9a block: qHTS Assay for Inhibitors of Histone Lysine Methyltransferase G9a | hit rate 8.8% among 350,000 | Histone-lysine N-methyltransferase EHMT2 (Homo sapiens), Q96KQ7 | Potency, µM (series often up to 102 µM), inactives show at the top dose activity, negative = inhibition, usual class: inhibitors | G9a H3K9 monomethylation, AlphaScreen, 2 h; further: on the % scale 0 is the no-effect control and ±100 the full control effect; nearly all actives have a fitted effect of over 75% in size
#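 Readings reflect AlphaScreen signal from monomethyl-H3K9 antibody detection. HMT at 20 nM; substrate b-H3K9 500 nM; cofactor SAM 20 uM; 2 h RT reaction; compounds tested as titrations in qHTS with 15 min preincubation.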
# Numbers without * were called inactive; i = inactive; ? = inconclusive; / = no result given; & = joins results of further samples; [ ] = another dose, or the depositor's remark. Unless noted, the call rests on the fitted dose curve; in most records, active means well fitted curve in the direction sought with a large enough effect; inconclusive means small, poorly fitted or top-dose-only effect, or another doubt; inactive means no such curve, though single readings can be large; an effect the other way counts as inactive or inconclusive. Potency means the concentration at half of the fitted maximal effect. An excerpt, so the mix of outcomes need not match the whole.
SMILES,HP1b binding inh,BLM helicase inh,Pin1 inh,GLS inh,BAZ2B inh,JMJD2A Tudor,Pol iota inh,Tb PGK inh,G9a block
CS(=O)(=O)N1CCc2cc(C(=O)N3CCN(c4ccc(F)cc4)CC3)ccc21,42%&26%[activator],-2%&1%,-3%&-2%,49%&13%[activator],-16%&-7%,24%&-3%,?,-7%,13%
COc1ccc(NS(=O)(=O)c2ccc(NS(=O)(=O)c3ccc(C)cc3)cc2)nn1,38%,-3%,5%,2%,5%,-5%,-7%,-4%,-14%[59 µM]
NC(=O)c1ccccc1NC(=O)c1ccc(-c2ccc(Br)cc2)o1,57%[activator],-3%,22%,-2%,3%,-1%,?,i,-21%[59 µM]
O=C(NC(=S)Nc1ccccn1)c1ccc([N+](=O)[O-])cc1,9%,1%,-10%,19%,-25%,-23%,10%,-7%,79µM*
CC1(C)CC(=O)C(c2ccccc2)(c2ccccc2)C(=O)C1,44%[activator],/,31%[activator],0%,/,-15%,13%,-1%,/
COCc1ccc(C(=O)NC2CCCc3c2cnn3-c2ccc(C)c(C)c2)o1 (centres undefined),22%,-7%,-9%,0%,-23%,-28%,-9%,i,-16%
C=CCCC(=O)NC1CC(C)(C)Cc2c1cnn2-c1cccc(F)c1 (centres undefined),41%[activator],0%,-2%,0%,12%,3%,23%,-5%,33%
Nc1ccc(Oc2ccc([N+](=O)[O-])cc2[N+](=O)[O-])cc1,?,-6%,-2%,13%,-5%,?,5%,i,?
O=C1CCC(=O)N(O)CCCCCNC(=O)CCC(=O)N(O)CCCCCNC(=O)CCC(=O)N(O)CCCCCN1,43%[activator],-5%,-14%,14%,?,-12%,70%[activator],i,-131%[59 µM]
C=CCNC(=O)CN1CCC(c2nc3cc(C)c(C)cc3[nH]2)CC1,45%[activator],2%,-8%,-15%,2%,-14%,-2%,2%,26%
Cc1cc(=O)oc(C)c1C(=O)NCc1c(F)cc(F)cc1F,22%,0%,5%,23%,0%,-2%,-6%,-10%,?
COc1ccccc1CNC(=O)c1cccnc1,26%,-8%,-1%,6%,-13%,-13%,145%[activator],3%,24%
O=C(Cn1ncc2c3ccccc3n(Cc3ccccc3F)c2c1=O)NCCCc1ccccc1,13%,-2%,-4%,-2%,?,-12%,30%[activator],-9%,7%[59 µM]
CCCn1nnnc1SCC(=O)N1CCN(C(=O)c2ccco2)CC1,65%[activator],-1%,8%,-1%,-2%,-7%[57.1 µM],11%,2%,3%[59 µM]
Cc1cc(C)n2nc(C(=O)Nc3ccn(Cc4ccccc4C)n3)cc2n1,20%,-4%,?,-1%,-16%,-24%,?,-1%,?
NC(=O)C1CCN(C(=O)CSc2nc(O)cc(=O)[nH]2)CC1,65%[activator],-5%,-8%,7%,-22%,-17%,24%,-9%,-17%[59 µM]
COc1cc(OC)c(/C=C2\SC(=O)N(CC(=O)Nc3ccccc3F)C2=O)c(OC)c1,19%,-12%,6%,-1%,-31%,-13%,8%,-5%,-6%
CCCC(=O)Nc1nc(-c2ccccc2)c(CC)s1,18%,-6%,0%,-6%,?,3%[11.4 µM],62%[activator],-5%,-3%
O=C(CCCSc1nc2ccccc2s1)NCc1ccco1,0%,0%,-6%,7%,-1%,-11%,17%,-10%,79µM*
Cc1cc2oc(=O)cc(CN3CCCCC3C)c2c(C)c1Cl (centres undefined),45%,-4%,0%,5%,-6%,-7%,23%,0%,5%
CCN(CC(=O)Nc1c(F)cccc1F)C(=O)Cc1sc(C)nc1-c1ccc(F)cc1,3%,/,-7%,10%,-10%,-8%,1%,-3%,-25%
O=S(=O)(Cc1ccccc1)c1nc2ccccc2n1Cc1ccccn1,26%,-1%,-6%,4%,5%,-4%,126%[activator],3%,-28%
CCn1nc(C)c([N+](=O)[O-])c1C(=O)NNC(=O)c1ccc(Cl)cc1,39%,1%,-4%,0%,7%,?,95%[activator],-3%,7%
CC1Cc2nc(SCC(=O)NCc3ccco3)n(Cc3ccccc3)c(=O)c2S1 (centres undefined),2%,-3%,-5%,-1%,-6%,?,-16%,-1%,-24%
CCC1Sc2ccccc2N(CC(=O)NC2CCCC2)C1=O (centres undefined),11%,-7%,-11%,5%,3%,-7%,8%,-3%,22%[59 µM]
COc1ccc2cc3c(N)nn(C(=O)c4ccccc4Cl)c3nc2c1,25%&55%,-4%&-1%,11%&4%,18%&1%,-2%&-13%,-10%&-10%,5%&28%,5%&-7%,5%[59 µM]
Cc1ccccc1NC(=O)c1cc2c(=O)n3cccc(C)c3nc2s1,62%[activator],-1%,1%,-7%,7%,-2%,132%[activator],2%,20%
CCn1c2ccccc2c2nnc(SCC(=O)NCc3cccs3)nc21,19%,1%,4%,-1%,/,-16%,7%,2%,-12%[59 µM]
COc1ccccc1N(CC(=O)NCCSCc1ccccc1)S(=O)(=O)c1ccc(C)cc1,-9%&5%,-13%&-10%,1%&8%,0%&3%,-15%&-14%,-26%&-9%,18%&6%,8%,?
CC(=O)NC1=NN(C(C)=O)C(C)(c2ccc(C)o2)S1 (centres undefined),30%,-5%,5%,-3%,-1%,-10%,44%[activator],-8%,6%

# Structures above that bear a hit mark in G9a block.
SMILES,HP1b binding inh,BLM helicase inh,Pin1 inh,GLS inh,BAZ2B inh,JMJD2A Tudor,Pol iota inh,Tb PGK inh,G9a block
O=C(NC(=S)Nc1ccccn1)c1ccc([N+](=O)[O-])cc1,9%,1%,-10%,19%,-25%,-23%,10%,-7%,79µM*
O=C(CCCSc1nc2ccccc2s1)NCc1ccco1,0%,0%,-6%,7%,-1%,-11%,17%,-10%,79µM*

# (next part)
SMILES,HP1b binding inh,BLM helicase inh,Pin1 inh,GLS inh,BAZ2B inh,JMJD2A Tudor,Pol iota inh,Tb PGK inh,G9a block
CCC(C)[C@H](NC(=O)NCCCOC(C)C)C(=O)OC (some centres undefined),49%[activator],0%,0%,-4%,-11%,-5%,187%[activator],1%,17%
O=C(NCCc1ccc(F)cc1)C(=O)NCC(c1cccs1)S(=O)(=O)c1cccs1 (centres undefined),29%,-3%,1%,1%,-2%,-6%,-14%,4%,10%[59 µM]
O=S(=O)(Nc1ncccn1)c1ccc(NC(=S)Nc2ccccc2)cc1,24%,0%,8%,13%,-6%,-4%,-19%,-24%,/
CCC(=O)N1CCc2cc(S(=O)(=O)NCCC(=O)N3CCN(c4ccccn4)CC3)ccc21,22%,3%,8%,-1%,13%,-8%,10%,2%,5%[12.7 µM]
Cc1ccc(CNC(=O)CS(=O)(=O)Cc2nc(-c3ccc(C)cc3)oc2C)cc1,33%,-3%,-3%,2%,-5%,-15%,12%,6%,4%
COc1ccc(-c2nc(CS(=O)CC(=O)NCc3ccccc3OC)c(C)o2)cc1 (centres undefined),16%,-8%,5%,-7%,-13%,-15%,-13%,i,?
CCOc1ccc(C(=O)NCC(c2cccs2)S(=O)(=O)c2ccccc2)cc1 (centres undefined),-10%,-3%,-2%,1%,-10%,-18%,-7%,-5%,2%[59 µM]
COC(=O)/C(=C/c1c[nH]c2ccccc12)NC(C)=O,27%,-2%,1%,22%,-2%,1%,62%[activator],-5%,12%
CCCNC(=O)Cn1c2ccccc2c2nc(=O)cc(C)n21,33%,-3%,6%,0%,-7%,-1%,59%[activator],-2%,?
O=C(CN1C(=O)NC2(CCCCCC2)C1=O)NC1CC1,55%[activator],-3%,6%,7%,-2%,-13%,78%[activator],-1%,-27%
COC(=O)c1[nH]c2cc(OC)ccc2c1NC(=O)c1c(F)cccc1F,28%,0%,3%,8%,-1%,-17%,8%,1%,-50%
O=C(Nc1ccccc1F)c1cc(S(=O)(=O)N2CCCCC2)cs1,28%,-3%,-7%,0%,-3%,-24%,13%,-1%,2%[12.7 µM]
C=CCn1c(COc2ccccc2)nnc1SC(C)C(=O)N/N=C/c1cc(Cl)ccc1O (centres undefined),?,-7%,?,18%,3%,-17%[11.4 µM],3%,2%,28%[59 µM]
COc1ccc(NC(=O)c2cc(C3CC3)nc3c2c(C)nn3-c2ccccc2)c(OC)c1,24%,1%,1%,-13%,-1%[57.1 µM],-11%,11%,2%,0%[59 µM]
Cc1ccc(C)c(NC(=O)CSc2nc(=O)n(Cc3ccncc3)c3c2CCC3)c1,35%,1%,-2%,2%,-2%,-2%,-9%,-8%,-2%[59 µM]
Cc1cc(NC(=O)COC(=O)c2ccccc2O)no1,29%,/,-11%,15%,/,-5%,17%,0%,/
COc1ccc(NC(=O)c2cc3c(-c4ccc(OC)c(OC)c4)nn(C)c3s2)cc1OC,-6%,?,-2%,4%,?,-4%,?,5%,0%[59 µM]
CCOC(=O)c1c(O)c(O)c(C(=O)OCC)n1-c1ccccc1,-17%,-3%,-2%,-26%,-29%,35µM*,-17%[58.9 µM],-5%,8.9µM*
CC(C)(C)c1ccc(C(=O)O/N=C(\N)c2ccccc2)cc1,47%[activator],-7%,?,-3%,0%,19%,-22%,-3%,29%[0.501 µM]
O=C(Nc1ccccc1)c1nc[nH]c1C(=O)NCCCNC(=O)c1[nH]cnc1C(=O)Nc1ccccc1,23%,/,0%,0%,/,-29%,-8%,-6%,/
O=[N+]([O-])c1cc(F)c(N2CCCCC2)cc1N1CCOCC1,-18%,-1%,1%,0%,?,?,3%[58.9 µM],2%,?
O=C(N/N=C/c1ccc(OC(F)F)cc1)c1ccc(CSc2nc3ccccc3[nH]2)cc1,19%,-3%,2%,1%,1%,-12%,68%[activator],-9%,-12%[59 µM]

# Source: PubChem BioAssay (National Center for Advancing Translational Sciences (NCATS))
